Mac1 fbg inh: inhibitors of human CD11b/CD18 binding to fibrinogen; K562 CD11b/CD18 adhesion to fibrinogen, ATPlite luminescence; Mn2+ added to activate the integrin; inhibition, % at 10 µM; 93,000 tested, 0.54% active; AID 1497;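 active means primary inhibition of 50% or more at 10 µM, then 40% or more on retest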; further: some results filed as inactive read as strong as hits
sEH inhibitor: soluble epoxide hydrolase (human) inhibition | P34913 | recombinant human sEH enzymatic activity assay | inhibition, % at 2 µM | 91,000 tested, 0.34% active; in the data active means inhibition above about 80%; further: values of inactives mirror those of a sister screen read the other way; many of its hits are not listed in these tables
E coli WT exp: E. coli BW25113 growth inhibition, expanded screen; 98,000 tested, 0.15% active; OD600 absorbance; growth inhibition, % at 100 µM;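 active means growth inhibition above about 50% at one test dose, limit read from the data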;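 further: growth measured after 20 h incubation at 37 °C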
S1P2 agonist: S1P2 (human) receptor agonism; S1P2-expressing cell line, agonist reporter read-out; O95136; 97,000 tested, 0.46% active; activation, % at 4.5 µM; AID 729; in the data active means activation above about 16%;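 further: 0% = vehicle low control and 100% = maximal reference agonist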
Target sequence (O95136 whole entry, looked up): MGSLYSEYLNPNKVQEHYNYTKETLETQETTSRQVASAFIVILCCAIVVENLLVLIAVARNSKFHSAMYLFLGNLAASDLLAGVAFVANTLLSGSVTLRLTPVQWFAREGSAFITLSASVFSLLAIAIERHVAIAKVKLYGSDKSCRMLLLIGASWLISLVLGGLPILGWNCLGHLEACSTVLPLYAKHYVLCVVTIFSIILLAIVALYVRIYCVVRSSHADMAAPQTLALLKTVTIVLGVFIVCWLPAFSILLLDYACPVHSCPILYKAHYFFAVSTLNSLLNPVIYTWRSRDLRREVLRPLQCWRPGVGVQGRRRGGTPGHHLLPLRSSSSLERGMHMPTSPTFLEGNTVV
S1P2 antag: blocks the human S1P2 receptor | O95136 | cell-based S1P2 antagonist assay, inhibition at 5 uM | inhibition, % at 5 µM | 97,000 tested, 0.21% active | AID 736; in the data active means inhibition above about 45%;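 further: CRE beta-lactamase reporter cells expressing human S1P2 stimulated with S1P; 0% = agonist at EC80 alone and 100% = agonist plus reference antagonist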
PLAP act: activates human placental alkaline phosphatase; P05187; purified PLAP enzyme, luminescent substrate read-out; hits give high values; activation fold at 20 µM; 96,000 tested, 1.2% active; AID 696; in the data active means activation fold above about 2
Target sequence (P05187 whole entry, looked up): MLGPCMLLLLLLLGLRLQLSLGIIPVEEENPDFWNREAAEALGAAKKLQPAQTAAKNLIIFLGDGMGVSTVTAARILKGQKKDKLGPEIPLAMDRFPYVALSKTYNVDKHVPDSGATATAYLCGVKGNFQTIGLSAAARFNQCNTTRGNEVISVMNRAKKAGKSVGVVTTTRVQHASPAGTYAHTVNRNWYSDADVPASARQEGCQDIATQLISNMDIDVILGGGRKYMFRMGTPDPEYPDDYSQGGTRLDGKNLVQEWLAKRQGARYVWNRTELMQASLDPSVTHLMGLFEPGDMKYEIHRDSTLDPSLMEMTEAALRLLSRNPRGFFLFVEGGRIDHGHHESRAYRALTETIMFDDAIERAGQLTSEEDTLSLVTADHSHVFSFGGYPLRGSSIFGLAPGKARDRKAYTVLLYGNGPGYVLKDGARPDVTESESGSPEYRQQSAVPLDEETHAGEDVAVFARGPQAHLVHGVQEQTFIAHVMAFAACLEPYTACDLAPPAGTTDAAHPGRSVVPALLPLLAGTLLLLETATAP
PostGolgi ctrl: growth of the yeast control strain, post-Golgi counter-screen | efflux-deficient yeast background strain, growth absorbance A615, 16 h | inhibition, % at 10 µM | 98,000 tested, 5% active | AID 738
PostGolgi yeast: growth inhibition of a yeast mutant, post-Golgi transport screen. post-Golgi transport phenotypic cell assay. inhibition, % at 10 µM. 98,000 tested, 0.9% active;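 further: yeast cells grown in 1536-well plates; yeast grown about 18 h at 30C before absorbance read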
sEH activator: soluble epoxide hydrolase (human) activation; P34913; purified human sEH enzymatic activity, activator screen; activation, % at 2 µM; 91,000 tested, 0.04% active; AID 717; in the data active means activation above about 37%; further: values of inactives mirror those of a sister screen read the other way
* = called active by the depositor; nt = not tested or not shown. Unless noted, no stated cut-off is given here; in the data, active means inhibition above about 30%; inactive means the rest. The order is random, and some 7.1% of all compounds hit somewhere here.

SMILES	Mac1 fbg inh	sEH inhibitor	E coli WT exp	S1P2 agonist	S1P2 antag	PLAP act	PostGolgi ctrl	PostGolgi yeast	sEH activator
O=C(O)c1sc2cc(C(F)(F)F)cnc2c1-c1ccccc1	nt	-5.8	-8.0	-14.4	3.8	1	-12.1	-7.2	7.7
COc1ccc(CN2CCN(C(=O)CC(C)C)CC2)cc1OC	nt	4.9	1.0	-2.1	14.7	1.1	-15.7	6.0	-4.8
Clc1ccc(Cc2ccc(SCc3ccccc3)nn2)c(Cl)c1	nt	4.6	0.0	-3.8	3.0	1.1	13.6	9.9	-7.0
O=C(NNS(=O)(=O)c1ccc(Cl)cc1)C1CCN(Cc2ccccc2)CC1	nt	-4.0	11.0	-4.0	15.1	1.1	4.7	4.5	5.0
COc1ccc(C2=Nn3c(nnc3-c3ccccc3)SC2)cc1OC	-28.3	18.7	-5.0	27.2*	-36.7	0.7	6.9	7.8	-17.4
ClC(=C\c1ccccc1)/C=N/N1CCN(c2ccccn2)CC1	-7.1	-8.5	-6.0	-1.8	8.6	1	29.2	-2.6	12.2
COc1ccc(OC)c(C(=O)CC2OC(=O)c3ccccc32)c1 (stereo not drawn)	0.6	nt	1.0	-4.8	-0.2	1	-1.5	-0.7	nt
COc1ccc(C)cc1NC(=O)CNC(=O)Cn1ccc2ccccc2c1=O	nt	-7.1	2.0	-5.7	25.8	nt	5.5	6.0	9.3
O=c1c2ccccc2nnn1CSc1nnc2sc3ccccc3n12	0.8	0.9	-4.0	-6.0	-14.8	0.8	1.9	-0.3	0.4
CN(CC(=O)Nc1cccnc1)S(=O)(=O)c1ccccc1	-1.9	7.6	11.0	-1.4	-12.2	0.7	-0.8	-6.7	-8.8
Cn1c(CCN2CCCCCC2)nc2cc(NC(=O)Nc3ccccc3)ccc21	9.5	57.8	2.0	-6.2	2.8	1.8	-1.6	6.0	-58.7
Clc1ccc(COn2c(-c3ccccc3)nc3ccccc32)cc1	-9.5	-11.3	10.0	-2.2	-9.3	0.9	28.2	2.0	8.3
CC(=O)N(Cc1ccc(F)cc1)C1=C(NCc2ccccc2)C(=O)c2ccccc2C1=O	16.1	-8.3	-14.0	-4.1	-10.8	1.3	27.0	-4.5	5.3
CCCNC(=O)COC(=O)c1ccc(OCC(=O)Nc2ccccc2OC)c(OC)c1	-1.5	32.5	-11.0	-2.0	-21.1	0.8	0.1	-1.9	-31.9
CCN(CC)c1nc2ccccc2[nH]1	nt	1.3	0.0	-8.3	-8.9	0.9	3.4	11.2	1.5
CCOc1ccc(-n2c(SCC(N)=O)nc3c(c2=O)SCC3)cc1	0.1	nt	7.0	nt	nt	1	18.4	3.0	nt
CC(C)C(=O)Nc1ccc2c(c1)oc1ccccc12	4.4	-2.8	-13.0	0.2	-8.1	1.1	9.5	-11.5	4.9
Cc1nc(N2CCN(c3ncccn3)CC2)c2oc3ccccc3c2n1	nt	0.0	nt	-2.4	-26.1	nt	nt	nt	-1.5
CN(C)C(=O)CSc1cccc2cccnc12	-9.0	-3.7	17.0	-6.3	29.7	0.8	9.0	20.1	1.8
O=C(O)c1ccc2c(c1)ncn2C1CCCCC1	-2.6	-15.9	-1.0	-0.5	6.0	1	1.9	17.3	12.5
CC(C(=O)NC(=O)NC1CCCCC1)N1CCN(C(c2ccccc2)c2ccccc2)CC1 (stereo not drawn)	2.2	3.3	-1.0	-3.7	8.6	1.8	28.4	1.6	-0.7
Cc1cccc(C)c1NC(=O)CS(=O)CC(=O)Nc1ccc(F)cc1F (stereo not drawn)	nt	-12.8	-2.0	-2.3	4.8	1	12.8	-0.3	14.9
COc1cccc(NC(=O)C23CCC(C)(C(=O)O2)C3(C)C)c1 (stereo not drawn)	-3.1	-3.9	6.0	-2.8	3.8	1.2	-2.8	4.8	-0.5
COC(=O)CCC(=O)N1CCc2cc(S(=O)(=O)N3CCc4ccccc43)ccc21	10.5	0.2	-2.0	-6.6	16.2	1.4	1.2	4.2	0.6
COc1cc(NC2c3ccccc3C(=O)N2c2ccc(C)cn2)cc(OC)c1OC (stereo not drawn)	21.6	-8.2	-2.0	-2.5	8.8	1.5	9.5	1.2	8.1
Other records.
SMILES	Mac1 fbg inh	sEH inhibitor	E coli WT exp	S1P2 agonist	S1P2 antag	PLAP act	PostGolgi ctrl	PostGolgi yeast	sEH activator
O=C(O)c1ccoc1CN1CCCCC1	nt	2.4	nt	-5.7	28.3	nt	nt	nt	-2.5
COc1ccccc1-c1cc(C(=O)Nc2cc(C)nn2-c2ccccc2)no1	nt	-2.2	-3.0	-3.6	-9.3	1.3	-5.5	6.6	3.7
COC(=O)c1cc(C(=O)Nc2ccc(C)cn2)cc([N+](=O)[O-])c1	-21.6	-10.9	7.0	-0.5	-14.8	0.9	-4.2	11.9	8.7
Cc1cc(=O)oc2cc3c(cc12)OCCO3	-1.8	nt	4.0	nt	nt	0.9	0.0	5.4	nt
CCN(CC)C(=O)C(=O)c1cccn1-c1cccc(Cl)c1C#N	-1.2	0.7	5.0	-3.8	-15.3	1.4	0.3	-0.9	-0.8
CN1C(=O)C(O)(C2COC(C)(C)CC2=O)c2cc(Br)ccc21 (stereo not drawn)	1.2	-7.5	17.0	-7.3	12.4	0.8	17.9	-1.7	7.8
CCC(C)[C@H](N)c1nnc(SCC(=O)c2ccc(Cl)cc2)o1 (stereo partly drawn)	4.9	-5.9	0.0	-4.9	-15.8	1.3	9.7	-4.4	2.2
Cc1ccc(OCc2nc(C#N)c(NCCCn3ccnc3)o2)cc1	12.9	-0.8	1.0	-7.3	7.0	1.2	2.9	-2.2	1.5
CCOC(=O)c1cc(NC(=O)N2CCCCC2)c(C)nc1C	-2.3	9.7	0.0	-1.1	2.3	0.8	4.1	1.0	-8.6
CN(C)CCNC(=O)c1ccc(COc2ccc(Cl)cc2Cl)cc1	nt	0.8	23.0	-2.1	22.9	1.6	10.1	2.7	0.9
CSc1nc(Cl)c(Cc2ccc(OC(C)C)cc2)c(N2CCOCC2)n1	20.7	-13.6	-10.0	-1.9	-3.5	0.9	24.6	3.8	14.7
Cc1c(C(=O)N2CCC(C)CC2)sc2ncnc(N3CCN(c4ccccc4)CC3)c12	6.1	-2.1	-16.0	-6.7	-4.7	1.4	21.6	-4.7	5.0
N/C(=N/O)c1nc(N2CCCCC2)nc(N2CCCCC2)n1	nt	0.6	3.0	0.9	-41.2	nt	-4.7	0.5	-0.6
CC(=O)C1C(c2cccc(Oc3ccccc3)c2)NC(=O)NC1(O)C(F)(F)F (stereo not drawn)	10.0	7.4	3.0	-6.0	10.4	1.1	0.2	-5.5	-9.4
O=C(CN1CCN(c2ccccc2)CC1)Nc1ccc(OCc2ccccc2)cc1	12.4	-6.7	-8.0	-6.9	12.9	0.9	47.7*	1.6	8.0
CC(=O)C1=C(C)N(Cc2ccco2)C(=O)C1(NC(=O)C1CCCCC1)C(F)(F)F (stereo not drawn)	-30.1	-1.8	-4.0	-6.4	-2.9	1.2	-8.8	-5.4	-0.9
CCc1nnc(NC(=O)CSc2nnc(CSc3nc(C)cc(C)n3)n2C)s1	-8.3	-4.4	2.0	-4.3	13.4	1.1	-5.8	27.3	4.0
Cc1nnc2n(Cc3ccccc3)c(=O)c3c4c(sc3n12)COC(C)(C)C4	-1.5	-4.1	0.0	-6.0	0.3	1.6	10.5	-1.0	2.1
COC(=O)c1[nH]c2ccc(C)cc2c1NC(=O)CCN1CCN(C2CCCCC2)CC1	-0.2	8.5	3.0	-3.7	-10.6	1.6	8.6	-6.2	-5.8
CC(C)CC(=O)Nc1ccc(Nc2ccccc2)cc1	nt	-1.5	nt	-4.0	-4.7	nt	nt	nt	0.8
COc1ccc(C2C(C(=O)N3CCN(c4ccc(OC)cc4)CC3)c3ccccc3C(=O)N2C)cc1 (stereo not drawn)	-6.7	-3.4	4.0	-4.7	16.6	1.5	0.5	20.0	2.8
O=C(NCc1ccco1)c1ccc2c(=O)n(Cc3ccco3)c(SCC(=O)N3CCCC3)nc2c1	-6.2	3.8	-4.0	-2.0	23.0	1.3	0.1	-5.3	-4.0
COc1ccc2nc(NC(=O)CCN3C(=O)c4ccccc4C3=O)sc2c1	nt	-3.7	-11.0	-4.5	0.0	0.8	9.9	-5.2	5.8
COC(=O)c1ccccc1Sc1c(/C=N/OC(=O)c2ccccc2)c(C(F)(F)F)nn1C	-10.8	-9.5	-7.0	-3.3	-41.5	1.1	5.4	5.8	11.1
Cc1cc(C)nc(SCC(=O)Nc2ccc(Br)cn2)n1	10.3	-16.6	-8.0	-0.7	-5.9	0.9	2.8	2.4	15.9
Following part:
SMILES	Mac1 fbg inh	sEH inhibitor	E coli WT exp	S1P2 agonist	S1P2 antag	PLAP act	PostGolgi ctrl	PostGolgi yeast	sEH activator
Cc1ccnc2nc(C(=O)OCC(=O)Nc3ccc4c(c3)OC(F)(F)O4)nn12	11.4	-2.1	6.0	-9.6	8.5	1	1.7	-5.5	3.4
COCCn1nnnc1C(C(C)C)N(Cc1cccnc1)Cc1ccccc1Cl (stereo not drawn)	-11.7	7.4	-4.0	-3.7	0.0	1.7	37.8*	1.4	-5.2
CCC(CC)NC(=O)c1ccc2c(c1)OCCO2	0.4	5.2	3.0	-3.4	5.4	1	2.1	4.1	-2.6
CCc1cc2c3c(c1)/C(=C1/SC(N)=NC1=O)C(=O)N3C(C)(C)C=C2C	-7.1	-11.7	-10.0	-2.4	-15.6	1.1	20.9	-7.7	14.7
O=C(NCC1COc2ccccc2O1)C1CCCN(S(=O)(=O)c2cccc3cccnc23)C1 (stereo not drawn)	-4.2	nt	-1.0	-8.7	9.1	1.5	22.8	1.6	nt
Cc1cc(C)n2nc(SCC(=O)N/N=C/c3cccc(Br)c3)nc2n1	-3.6	21.4	10.0	1.4	-12.0	1.1	0.9	7.7	-19.9
CCOc1cc(C2c3c(oc4cc(C)c(Cl)cc4c3=O)C(=O)N2Cc2ccco2)ccc1O (stereo not drawn)	-3.1	12.3	-10.0	-7.3	8.8	1	12.2	-5.1	-12.6
S=c1[nH]nc(CSc2nc3ccccc3s2)o1	1.1	-0.6	2.0	-4.0	-13.1	1	6.0	-0.6	1.3
CC(=O)c1cccc(N(C(=O)Cn2nnc3ccccc32)C(C(=O)NC2CCCCC2)c2cn(C)nc2C)c1 (stereo not drawn)	-7.1	26.3	-2.0	-2.5	-12.9	1.6	5.7	-6.2	-26.1
COc1cc2[nH]c(=O)n(C3CCCCC3)c(=O)c2cc1OC	-7.0	-15.8	-11.0	-6.2	-7.3	0.7	5.8	0.7	13.5
CCOC(=O)C1CCCN(C(=O)c2cc(Nc3ccc(OC)cc3OC)nc3ccccc23)C1 (stereo not drawn)	17.7	-0.7	-19.0	-5.0	-8.1	1.9	-2.0	2.0	0.0
Cc1cc(C)c2c(n1)sc1c(N3CCN(CCO)CC3)ncnc12	-26.6	-12.0	-1.0	4.3	-60.4	1.5	6.0	0.3	13.3
CCCNC(=O)CC1Sc2ccccc2NC1=O (stereo not drawn)	5.6	-2.2	8.0	-3.3	6.3	0.9	39.2*	-5.8	7.4
COc1cccc(-n2c(Cc3cc(=O)[nH]c(=O)[nH]3)nnc2SCC(=O)N2CCC(C)CC2)c1	-30.9	1.4	4.0	-6.1	9.3	1.5	1.3	-1.3	0.3
CCOC(=O)N1CCC(NC(=O)c2sc(-n3cccc3)nc2C)CC1	-1.3	-12.3	-2.0	-1.0	8.9	1.1	-9.1	-2.0	9.1
COC(=O)c1cccc(NC(=O)Cn2cnc3ccccc3c2=O)c1	-34.1	8.8	-3.0	-3.6	-7.2	1	-6.7	-4.9	-10.6

Profiles, quoted from the list. Screens in order: Mac1 fbg inh	sEH inhibitor	E coli WT exp	S1P2 agonist	S1P2 antag	PLAP act	PostGolgi ctrl	PostGolgi yeast	sEH activator
`CC(=O)C1C(c2cccc(Oc3ccccc3)c2)NC(=O)NC1(O)C(F)(F)F` (stereo not drawn) as listed: 10.0	7.4	3.0	-6.0	10.4	1.1	0.2	-5.5	-9.4
`CC(C)C(=O)Nc1ccc2c(c1)oc1ccccc12` as listed: 4.4	-2.8	-13.0	0.2	-8.1	1.1	9.5	-11.5	4.9
`O=C(O)c1ccc2c(c1)ncn2C1CCCCC1` as listed: -2.6	-15.9	-1.0	-0.5	6.0	1	1.9	17.3	12.5
`O=C(NNS(=O)(=O)c1ccc(Cl)cc1)C1CCN(Cc2ccccc2)CC1` as listed: nt	-4.0	11.0	-4.0	15.1	1.1	4.7	4.5	5.0

Source: PubChem BioAssay (several laboratories)
